HP1b chromo inh: inhibitors of HP1-beta chromodomain binding to methylated histone tails. P83916. AID 540317. AlphaScreen HP1-beta / biotin-H3K9me3 peptide binding. 0.56% of 390,000 active. Potency, µM (top dose mostly 114 µM), inactives show at the highest dose activity change, negative = inhibition, most hits filed as inhibitors; further: potency means the concentration at half of the fitted maximal effect; nearly all actives have a fitted effect of over 70% in size; inactives centre near 23
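AlphaScreen: HP1-beta (50 nM) preformed 30 min with biotin-H3(1-18)K9me3 peptide (50 nM) in PBS pH 7.4, 0.01% Tween-20. Compound added for 30 min at RT, then streptavidin donor/nickel chelate acceptor beads (10 ug/mL) for 30 min.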
USP1 inh: blocks the human USP1/UAF1 deubiquitinase complex. recombinant USP1/UAF1, Ub-Rhodamine cleavage fluorescence. O94782. 0.23% of 390,000 active. Potency, µM (doses to about 57.1 µM), for inactives: at the top dose activity change, negative = inhibition, actives largely listed as inhibitors. AID 743255; further: potency means the concentration at half of the fitted maximal effect; on the % scale 0 is the no-effect control and ±100 the full control effect; nearly all actives have a fitted effect of over 60% in size; inactives centre near -12
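High-throughput fluorogenic screen: 1nM USP1/UAF1 complex, Ub-Rho substrate 150nM final, 50mM HEPES pH 7.8 with 0.5mM EDTA, 0.1 mg/ml BSA, 1mM TCEP and 0.01% Tween-20.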
GLS inhibitor: inhibitors of human glutaminase (GLS); AID 624170; Potency, µM (top dose mostly 45.5 µM), for the others: at the top dose activity change, negative = inhibition, hits mostly inhibitors; 0.21% of 410,000 active; GLS enzymatic activity, qHTS titration; further: potency means the concentration at half of the fitted maximal effect; on the % scale 0 is the no-effect control and ±100 the full control effect
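hKGA in 45 mM KH2PO4 (pH 8.2), 0.02% Tween-20 with compound, then 1mM L-Glutamine (stock as added) plus glutamate oxidase/HRP/Amplex red coupling mix. Fluorescence read initially and after 30 min at RT; signal change reflects glutamate formation.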
TrxR1 substrate: rat thioredoxin reductase 1 substrate activity; purified TrxR1 substrate turnover, NADPH consumption readout; Potency, µM (doses to about 114 µM), for the others: at the top dose activity change, negative = substrate turnover; 0.01% of 390,000 active; AID 588456; further: potency means the concentration at half of the fitted maximal effect; on the % scale 0 is the no-effect control and ±100 the full control effect; nearly all actives have a fitted effect of over 50% in size
Target sequence (O89049 whole entry, looked up): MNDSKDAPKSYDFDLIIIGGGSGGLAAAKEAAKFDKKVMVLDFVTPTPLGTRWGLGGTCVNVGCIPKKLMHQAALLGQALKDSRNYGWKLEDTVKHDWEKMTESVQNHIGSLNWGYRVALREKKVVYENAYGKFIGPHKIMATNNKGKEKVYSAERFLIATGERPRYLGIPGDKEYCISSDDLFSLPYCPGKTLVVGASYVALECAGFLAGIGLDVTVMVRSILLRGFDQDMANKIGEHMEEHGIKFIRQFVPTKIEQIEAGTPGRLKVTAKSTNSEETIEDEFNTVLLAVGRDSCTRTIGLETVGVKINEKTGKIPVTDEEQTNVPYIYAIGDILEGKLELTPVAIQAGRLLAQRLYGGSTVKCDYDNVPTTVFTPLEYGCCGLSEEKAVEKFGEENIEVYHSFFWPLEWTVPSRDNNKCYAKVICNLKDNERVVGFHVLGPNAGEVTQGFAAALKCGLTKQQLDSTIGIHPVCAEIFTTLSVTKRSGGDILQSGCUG
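Rat TrxR1, dispensed at 90 nM, was prereduced with 400 uM NADPH (final) for 5 min at ~22 deg C, then incubated with compound 15 min before 400 uM selenite. A first-read NADPH fluorescence drop versus no-compound background flagged substrates.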
Pin1 inh: blocks the human prolyl isomerase Pin1 | Q13526 | Pin1 FP peptide displacement, HiFluor488, 10 min | Potency, µM (top dose mostly 115 µM), for the others: at the highest dose activity, negative = inhibition, actives largely listed as inhibitors | 0.009% of 390,000 active | AID 504891; active means well fitted inhibition curve with a large enough effect in the polarisation, with a control signal flat, not every such curve was filed as active; inconclusive means small, poorly fitted or top-dose-only effect, or effect the other way, or a change in a side signal; inactive means no such curve, though single readings can be large or run the other way; the % refers to the polarisation; further: potency means the concentration at half of the fitted maximal effect; on the % scale 0 is the no-effect control and ±100 the full control effect
rTrxR1 inhibitor: inhibitors of rat thioredoxin reductase 1; O89049; recombinant rTrxR1, NADPH fluorescence consumption, selenite substrate; Potency, µM (doses to about 114 µM), for inactives: top-dose activity change, negative = inhibition, usual class: inhibitors; 1% of 390,000 active; further: potency means the concentration at half of the fitted maximal effect; on the % scale 0 is the no-effect control and ±100 the full control effect; nearly all actives have a fitted effect of over 65% in size
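Rat TrxR1 (90 nM in the dispensed reagent) was pre-reduced with 400 uM NADPH for 5 min at room temperature, then incubated with compound for 15 min. After 400 uM selenite was added, NADPH fluorescence (Ex 340/Em 450 nm) was followed for 8 min.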
IDH1 R132H inh: inhibitors of human mutant IDH1 R132H | 0.093% of 390,000 active | O75874 | IDH1-R132H enzyme, NADPH consumption, diaphorase/resazurin fluorescence | Potency, µM (top dose mostly 76.6 µM), for the others: top-dose activity change, negative = inhibition, usual class: inhibitors; further: potency means the concentration at half of the fitted maximal effect; on the % scale 0 is the no-effect control and ±100 the full control effect; nearly all actives have a fitted effect of over 65% in size
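IDH1-R132H (0.5 ug/mL dispensed) in pH 7.5 Tris buffer was preincubated 30 min with compound, then given a substrate mix of 0.016 mM NADPH and 2 mM alpha-KG for 80 min at room temperature; remaining NADPH was read by diaphorase/resazurin fluorescence.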
PI4K2A block: PI4K2A (human) kinase inhibition | purified PI4K2A, ADP-Glo luminescence, 1 h; active compounds read low | Q9BTU6 | 0.13% of 420,000 active | activity change, negative = inhibition, % at 76.9 µM; in the data active means activity change below about -50%; inconclusive means mostly about -30% to -49%;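 further: -100% = wells without enzyme as full effect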
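In this quantitative HTS, ADP production by PI4K2A was quantified luminescently after 1 h at ambient temperature; 100 microM adenosine served as plate-quality control.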
Tb PGK inh: blocks T. brucei phosphoglycerate kinase; P07378; Potency, µM (doses to about 57.5 µM), without a hit: at the highest dose activity change, negative = inhibition, hits mostly inhibitors; AID 602233; PGK/GAPDH coupled, Kinase-Glo luminescence, 60 min; 0.043% of 380,000 active; further: potency means the concentration at half of the fitted maximal effect; on the % scale 0 is the no-effect control and ±100 the full control effect; nearly all actives have a fitted effect of over 60% in size
Target sequence (P07378 whole entry, looked up): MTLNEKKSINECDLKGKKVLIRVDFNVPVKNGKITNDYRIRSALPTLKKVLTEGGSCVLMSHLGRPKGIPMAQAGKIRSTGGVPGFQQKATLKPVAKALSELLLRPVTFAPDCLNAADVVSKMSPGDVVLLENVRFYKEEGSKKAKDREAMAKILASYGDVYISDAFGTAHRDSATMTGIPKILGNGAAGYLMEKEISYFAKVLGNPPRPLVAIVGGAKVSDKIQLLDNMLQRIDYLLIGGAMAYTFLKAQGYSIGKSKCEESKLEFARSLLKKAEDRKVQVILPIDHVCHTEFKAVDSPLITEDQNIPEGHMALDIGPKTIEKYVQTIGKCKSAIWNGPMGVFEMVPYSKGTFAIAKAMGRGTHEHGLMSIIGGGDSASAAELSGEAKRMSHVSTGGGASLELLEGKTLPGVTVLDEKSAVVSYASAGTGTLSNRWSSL
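Recombinant glycosomal PGK reaction used 1,3-bisphosphoglycerate generated in-well by GAPDH (100nM final) in 100mM TEA pH 7.6, 5mM MgCl2, 0.01% Tween-20. After 60 minutes at room temperature, ATP was read by Kinase-Glo Plus luminescence end-point.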
Numbers without * were called inactive; i = inactive; ? = inconclusive; . = no result given; [ ] = remark or other dose. Unless noted, the call rests on the fitted dose curve; in most records, active means well fitted curve in the direction sought with a large enough effect; inconclusive means small, poorly fitted or top-dose-only effect, or another doubt; inactive means no such curve, though single readings can be large; an effect the other way counts as inactive or inconclusive. The list is partial; rates above refer to the full screens.

SMILES | HP1b chromo inh | USP1 inh | GLS inhibitor | TrxR1 substrate | Pin1 inh | rTrxR1 inhibitor | IDH1 R132H inh | PI4K2A block | Tb PGK inh
Cc1ccc(C2NCCS2)cc1 (centres undefined) | 28% | -20% | 19% | -6% | -3% | 36%[activator] | 16% | -1 | -2%
O=C(COc1ccc(S(=O)(=O)N2CCOCC2)cc1)Nc1ccccc1Cl | -15% | 1% | 5% | 3% | -14% | 12% | -7% | -2 | -2%
Cc1ccc(S(=O)(=O)N2CCC(=O)N(C(COCc3ccc(Cl)c(Cl)c3)Cc3ccccc3)CC2)cc1 (centres undefined) | 25% | -6% | 5% | 7%[57.1 µM] | -6% | 24%[57.1 µM] | -6% | -2 | -11%
COc1ccc(Cl)cc1C(=O)Nc1ccc(S(N)(=O)=O)cc1 | 19% | -14% | 0% | 4% | -4% | 10% | 9% | 0 | -3%
Fc1cccc2sc(Nc3nc4ccccc4s3)nc12 | 41%[activator] | -11% | -3% | 29% | ? | 10% | 3% | -2 | -8%
COC(=O)C(NC(=O)c1c(C)nn(C)c1Cl)c1ccccc1 (centres undefined) | 10% | 0% | 9% | 6%[57.1 µM] | -2% | 4%[57.1 µM] | 10% | 3 | -1%
COc1ccc(NC(=O)c2ccc(NC(=O)COC(=O)c3cnc(C)cn3)cc2)cc1 | 13% | -21% | -15% | 16%[57.1 µM] | 3% | 18% | 0% | -3 | i
CC(OC(=O)C1=COCCO1)C(=O)NC1CCCC(C)C1C (centres undefined) | . | -23% | -10% | . | . | . | 4% | 5 | -1%
COc1ccccc1C(=O)N/C(=C/c1ccc(Br)cc1)C(=O)NCCO | 2% | -3% | 11% | 8% | -10% | 16% | 8% | 2 | .
CCOC(=O)N/N=C/c1ccc(OCCSc2ccc(Cl)cc2)c(OCC)c1 | ? | -12% | -2% | -5% | 2% | -14% | 2% | -1 | -2%
COc1cc(/C=N/Nc2nc3ccccc3[nH]2)cc(OC)c1O | ? | -22% | 21% | -7% | -5% | -14% | 5% | -5 | -12%
CC(=O)c1ccc(NC(=S)NC(=O)CC(C)C)cc1 | 37% | -25% | 1% | 5%[57.1 µM] | -1% | 1%[57.1 µM] | -3% | 1 | -1%
COCCN(Cc1ccccc1)C(=O)C1CCN(S(=O)(=O)c2ccc3c(c2)OCCO3)CC1 | 28% | -22% | 1% | -3% | 2% | 14% | -5% | -1 | -9%
COc1ccc(/C=C/C(=O)N2CCNC(=O)C2)c(OC)c1 | 30% | -1% | 5% | -10% | 0% | 3% | 3% | -2 | 5%
CC1CCCCC12NC(=O)N(CC(=O)Nc1ccc(N3CCOCC3)cc1)C2=O (centres undefined) | 18% | -5% | 5% | 5% | 8% | 10% | 5% | 3 | 9%
CCCCCN(C(=O)CCC(=O)OCc1ccccc1C(F)(F)F)c1c(N)n(CCCC)c(=O)[nH]c1=O | 17%[57 µM] | -18% | 3% | -3% | 4% | 7% | -3% | 1 | 3%
Cc1cccc(NC(=O)c2nc[nH]c2C(=O)N(C)Cc2ccccc2)c1 | 48%[activator] | -19% | 0% | 5% | ? | -1% | -3% | -3 | 10%
Nc1nnn(CC(=O)N/N=C/c2cccc(Cl)c2)n1 | 27% | -16% | 1% | -2%[57.1 µM] | 6% | 0%[57.1 µM] | 6% | -1 | 1%
Cc1c(C(=O)OCC(=O)N(CCC#N)c2ccccc2)oc2c1ccc1ccccc12 | 32%[activator] | -14% | 1% | 31%[activator] | 17% | 1% | 0% | 1 | 2%
O=C(O)c1cc(S(=O)(=O)Nc2ccc3oc(=O)sc3c2)ccc1O | 24% | 2% | 11% | 4%[57.1 µM] | ? | 12%[57.1 µM] | 3% | -68* | -10%
O=C(Nc1ccc(Cl)cc1C(=O)Nc1ccccn1)c1ccco1 | -4% | -31% | -2% | 10% | -3% | 15% | 7% | 9 | 2%
CCCOC1CCCN(C(=O)c2cc(COc3ccc(-n4cncn4)cc3)on2)C1 (centres undefined) | 25% | -11% | 11% | 3% | -2% | -2% | 11% | -2 | -3%
O=C(N/N=C/c1ccc([N+](=O)[O-])cc1)c1ccc2nc[nH]c2c1 | -5% | -25% | -11% | -3% | -2% | -8% | 4% | 0 | 3%
Cn1cccc1Cc1nnc(SCC(=O)N2CCOCC2)n1CCc1ccccc1 | 37% | -10% | 2% | 10%[57.1 µM] | -11% | -1%[57.1 µM] | -8% | 2 | 3%
CC(C)NC(=O)c1ccc(COc2cccc3ccccc23)o1 | . | -12% | -1% | . | . | . | 2% | -2 | 0%
The results go on.
SMILES | HP1b chromo inh | USP1 inh | GLS inhibitor | TrxR1 substrate | Pin1 inh | rTrxR1 inhibitor | IDH1 R132H inh | PI4K2A block | Tb PGK inh
CN(C)CCNC(=O)C(=O)Nc1ccc2c(c1)N(S(=O)(=O)c1cccs1)CCC2 | 13% | -6% | 0% | -4% | 1% | 3% | 2% | 3 | 2%
Cc1ccccc1Nc1n[nH]c(C)c1[N+](=O)[O-] | 22% | -9% | 16% | -11% | -2% | -18% | 5% | -3 | -10%
Cc1ccc(C(=O)N(Cc2nnc(-c3ccccc3Cl)o2)C2CC2)o1 | . | 0% | -2% | . | . | . | 6% | 0 | -6%
O=C(Nc1nc(-c2ccccc2)nc2ccccc12)c1ccc(F)cc1 | 13% | ? | -5% | 55%[activator][57.1 µM] | 1% | 21%[57.1 µM] | -2% | -2 | -1%
Cn1c(=O)n(Cc2ccccc2)c(=O)c2c1nc1n2CCN1Cc1ccco1 | 4% | 3% | ? | -14% | -12% | -5% | -1% | -5 | -4%
C=CCNC(=S)NN(c1ccccc1)c1ccccc1 | 35% | -17% | 22% | 10% | -1% | 13%[57.1 µM] | -1% | -1 | 6%
Cc1c(C(=O)NCCSCc2ccccc2)cccc1[N+](=O)[O-] | 13% | 5% | 8% | -14% | -10% | -5% | -9% | 12 | 1%
CN(C)C=Nc1ncc2c3ccccc3n(Cc3ccccc3)c2c1C#N | 29% | -2% | -2% | 20%[57.1 µM] | -1% | 26%[57.1 µM] | 9% | -7 | -9%
COc1ccc(-n2nnnc2C2CCN(S(=O)(=O)c3cc(Cl)ccc3OC)CC2)cc1 | 32% | -20% | 1% | 6% | -2% | 29% | 1% | -5 | -4%
Cc1ccc(S(=O)(=O)NCCC(=O)OCC(=O)N(Cc2ccccc2)C(C)(C)C)cc1C | 28% | -20% | -17% | -8% | 12% | 5% | 2% | 2 | i
O=C(Nc1ccc(Br)c2cccnc12)c1ccc(Cn2cc([N+](=O)[O-])cn2)o1 | 20% | -5% | 0% | -4% | -7% | 0% | 12% | 1 | 0%
COc1cc(NC(=O)C(=O)NCCN2CCNCC2)c(OC)cc1Cl | 30% | -14% | 9% | 10%[57.1 µM] | -3% | 11%[11.4 µM] | 1% | -1 | 2%
O=C(Nc1ccccc1)c1cccc(=O)o1 | 23% | -9% | 7% | -15%[57.1 µM] | 6% | 25%[57.1 µM] | 9% | -1 | -4%
Cc1ccccc1C(=O)O/N=C/c1c(N2CCOCC2)n(C)c2ccccc12 | 6% | -16% | 2% | 5% | -6% | 25% | 4% | 20 | -9%
CCOC(=O)N1CCC(C(N)=O)CC1 | 19% | -17% | -15% | -2% | -2% | 0% | 2% | 2 | -3%
CC(C)C(=O)Nc1ccc(Nc2ccccc2)cc1 | 9% | -1% | -14% | -12% | 3% | -14% | 16% | 5 | 2%
Cc1ccc(S(=O)(=O)NN=Cc2ccco2)cc1 | . | -23% | 24% | . | . | . | -1% | -2 | -1%
Cc1csc2ncc(C(=O)Nc3ccc(C(F)(F)F)cc3)c(=O)n12 | 33% | 5% | 14% | 2% | -1% | 20% | -6% | -4 | -8%
COc1ccc(CNC(=O)c2cccc3c2C(=O)N(Cc2cccnc2)C3)cc1 | 11% | -8% | 8% | -2% | 4% | 2% | 1% | 8 | -2%
COc1cc(/C=N/NC(=O)C2COc3ccccc3O2)cc(OC)c1OC (centres undefined) | 35% | -6% | 2% | -10% | 1% | -15% | 1% | -6 | i
O=C1C=C(N2CCCCC2)C2(CCCCC2)O1 | 34% | -14% | 0% | -14% | 3% | -15% | -3% | -3 | -9%
CC1(C)CC(=O)c2sc(N)nc2C1 | 27% | -5% | -1% | 3% | 3% | 12% | 7% | 4 | 4%
Cc1ccc(CN2CCN(C(=O)CCN3C(=O)c4ccccc4C3=O)CC2)cc1 | 24% | -8% | 7% | -1% | 5% | 0% | -1% | 3 | 2%
CCc1cccc(NC(=O)NC2CCCCC2)c1 | 25% | -10% | 11% | 4%[57.1 µM] | 2% | 7%[57.1 µM] | -3% | 51 | 1%
Cc1ccc(S(=O)(=O)NCCN=Cc2ccc(N(C)C)cc2)cc1 | 15% | -17% | 2% | -20% | 3% | -24% | 6% | -4 | -3%

Entries above that bear a hit mark in PI4K2A block.
SMILES | HP1b chromo inh | USP1 inh | GLS inhibitor | TrxR1 substrate | Pin1 inh | rTrxR1 inhibitor | IDH1 R132H inh | PI4K2A block | Tb PGK inh
O=C(O)c1cc(S(=O)(=O)Nc2ccc3oc(=O)sc3c2)ccc1O | 24% | 2% | 11% | 4%[57.1 µM] | ? | 12%[57.1 µM] | 3% | -68* | -10%
